# Screens deposited in PubChem by several laboratories.
# FXIa inh = inhibitors of human coagulation factor XIa; P03951; purified FXIa, Boc-Glu-Ala-Arg-AMC fluorogenic substrate; inhibition, % at 5 µM; 220,000 tested, 0.14% active;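 active = inhibition of at least 40%; inactive = inhibition below 40%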;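 also: fluorescence of freed AMC excited at 355 nm; 0% = enzyme without compound and 100% = no enzyme blank; many of its hits are not listed in these tables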
# FXIIa inh = factor XIIa (human) inhibition; inhibition, % at 5 µM; purified FXIIa, Boc-QGR-AMC fluorogenic substrate, 2 h; 220,000 tested, 0.3% active; in the data active = inhibition above about 40%;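 also: 0% = enzyme with no compound and 100% = blank without enzyme; many of its hits are not listed in these tables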
# 14-3-3 Bad PPI = disrupts binding of bovine 14-3-3 zeta to phospho-Bad peptide. TR-FRET 14-3-3zeta/Dy647-pBad peptide displacement, 1 h. inhibition, % at 21.7 µM. 220,000 tested, 0.71% active;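 active = inhibition above about 70%, limit read from the data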;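 also: 0% = full 14-3-3 plus peptide FRET controls and 100% = background without 14-3-3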
# hK5 inh = blocks human kallikrein 5 protease activity; Q9Y337; recombinant hK5, fluorogenic AMC substrate cleavage; inhibition, % at 5 µM; 210,000 tested, 0.59% active;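 active = inhibition of 40% or more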;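 also: 0% = enzyme controls without compound and 100% = no-enzyme blanks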
# Target sequence (Q9Y337 67-293 limits assumed): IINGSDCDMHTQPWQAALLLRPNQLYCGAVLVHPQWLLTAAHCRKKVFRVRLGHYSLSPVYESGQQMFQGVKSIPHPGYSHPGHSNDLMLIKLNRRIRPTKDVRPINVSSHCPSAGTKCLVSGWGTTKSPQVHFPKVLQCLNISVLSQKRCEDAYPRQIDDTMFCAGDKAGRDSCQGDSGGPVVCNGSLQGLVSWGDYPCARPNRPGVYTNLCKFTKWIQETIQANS
# Runt-CBFb FRET = inhibitors of human RUNX1 Runt domain binding to CBFb. Q01196+Q13951. Cerulean-Runt/Venus-CBFb FRET ratio 530/480, 1 h. inhibition, % at 20 µM. 220,000 tested, 0.46% active;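 active = inhibition over about 50% at 20 µM in the single-dose screen, limit read from the data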;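 also: 0% = DMSO wells and 100% = excess unlabeled CBFb competitor control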
# Target sequence (Q01196 whole entry, looked up, the tested form may be a part): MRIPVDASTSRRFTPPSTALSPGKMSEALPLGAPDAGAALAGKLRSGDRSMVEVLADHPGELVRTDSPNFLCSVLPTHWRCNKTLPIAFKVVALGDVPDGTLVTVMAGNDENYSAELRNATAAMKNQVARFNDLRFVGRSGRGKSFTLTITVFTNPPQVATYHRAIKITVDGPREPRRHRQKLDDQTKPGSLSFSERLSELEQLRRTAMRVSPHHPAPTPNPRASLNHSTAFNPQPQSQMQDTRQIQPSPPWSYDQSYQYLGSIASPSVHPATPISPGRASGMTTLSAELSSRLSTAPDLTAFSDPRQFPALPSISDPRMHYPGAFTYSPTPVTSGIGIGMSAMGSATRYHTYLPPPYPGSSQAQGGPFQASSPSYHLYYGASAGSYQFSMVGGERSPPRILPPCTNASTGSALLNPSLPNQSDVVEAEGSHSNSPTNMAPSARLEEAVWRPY
# Target sequence (Q13951 whole entry, looked up, the tested form may be a part): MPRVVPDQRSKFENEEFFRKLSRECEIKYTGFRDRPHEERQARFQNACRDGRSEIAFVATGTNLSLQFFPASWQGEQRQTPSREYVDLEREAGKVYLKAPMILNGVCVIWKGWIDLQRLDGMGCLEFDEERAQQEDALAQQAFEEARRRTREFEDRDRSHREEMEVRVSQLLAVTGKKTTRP
#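 Assay system: Cerulean-Runt domain / Medium: Tris 50 mM pH 7.5, KCl, K2SO4, 0.01% BSA / Timing: protein complex preformed 1 h, compound exposure 1 h, room temperature, dark / Measured by: FRET, excitation 422 nm, emission at 530 and 480 nm / Evaluation: loss of energy transfer signal / Control set: 5 µM unlabeled CBFb as full-inhibition high control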
# thrombin 1536 = inhibitors of human thrombin | alpha-thrombin, Boc-VPR-AMC fluorogenic substrate cleavage | inhibition, % at 5 µM | AID 1046 | P00734 | 220,000 tested, 0.26% active;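 active = inhibition at or above 40%; inactive = inhibition below 40%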;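 also: 0% = enzyme with no compound and 100% = wells without enzyme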
#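 System – human alpha-thrombin · Medium – pH 7.5 Tris (50 mM) with NaCl 150 mM, Tween 20 0.05% · Compound – single-point dosing at 5 µM, 0.2% DMSO · Incubation – enzyme reaction carried out at room temperature · Technique – fluorescence of released AMC, ex 355 nm, em 460 nm · Read-out basis – % inhibition of thrombin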
# Runt-SMMHC FRET = inhibitors of human RUNX1 Runt domain binding to CBFb-SMMHC; Q01196+Q13951; Cerulean-Runt/Venus-CBFb-SMMHC FRET ratio 530/480, 1 h; inhibition, % at 20 µM; 220,000 tested, 0.74% active;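 active = mean inhibition across duplicate retests at 20 µM reaching about 50%, limit read from the data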;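 also: 0% = DMSO wells and 100% = wells with excess untagged CBFb-SMMHC; inhibitors lower the FRET ratio by blocking Runt binding to CBFb-SMMHC; some results filed as inactive read as strong as hits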
# Wee1 degr inh = inhibitors of human Wee1 degradation. HeLa Luc-Wee1K328M stability, luciferase luminescence; 100% = proteasome inhibitor MG132 effect. reporter increase, % at 5 µM. 220,000 tested, 1.2% active;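 active = activation above the mean of all tested compounds plus 3 SD, set per screening run, cut at about 8.8% in these data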;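 also: cells exposed to compound for 20 h before luminescence read; 0% = DMSO alone and 100% = MG132 at 30 µM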
# Hck-Nef inh = human Hck-Nef kinase inhibition; AID 463187; Recombinant Hck-YEEI plus Nef, Z-Lyte FRET kinase assay; inhibition, % at 20 µM; 220,000 tested, 0.68% active; P08631;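 active = Hck-Nef kinase inhibition above about 50%, limit read from the data; inactive = inhibition below that limit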;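 also: 0% = DMSO with Hck plus Nef and 100% = Hck alone without Nef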
# * hit, by the source's call; [ ] = dose if it differs, or a comment.
SMILES,FXIa inh,FXIIa inh,14-3-3 Bad PPI,hK5 inh,Runt-CBFb FRET,thrombin 1536,Runt-SMMHC FRET,Wee1 degr inh,Hck-Nef inh
Cc1ccc(Cl)cc1NC(=S)NCCCSC1CCCCC1,-9.3,3.0,3.8,-0.9,-2.4,4.6,-0.9,-2.4,-23.6
COc1ccc(S(=O)(=O)N2CCN(CC(=O)Nc3ccc(C)c(F)c3)CC2)cc1,-5.3,0.8,-11.1,0.5,-0.3,-4.1,5.1,1.8,-2.3
O=C(COC(=O)c1ccc(S(=O)(=O)N2CCOCC2)cc1)NC1CCCCCCC1,14.5,7.2,3.2,9.1,1.6,0.5,0.3,0.5,14.2
COc1ccc(OCCNC(=O)CCCO)cc1,4.2,15.4,1.8,1.3,1.1,2.0,-0.6,0.4,13.0
Cc1nc2sccn2c1P(c1c(C)nc2sccn12)c1c(C)nc2sccn12,13.7,19.5,9.3,4.4,-1.0,4.3,3.2,-2.9,0.6
CC(=O)Nc1sc2c(c1C(c1ccc(F)cc1)N1CCOCC1)CCCC2 (centres undefined),8.3,12.3,9.5,-9.1,-7.5,2.2,0.6,8.2,1.6
Cc1ccc2c(c1)nnn2C1CCN(S(=O)(=O)c2ccc(C(=O)N3C(C)CCCC3C)cc2)CC1 (centres undefined),1.1,15.1,7.7,-12.2,-2.4,0.7,-3.9,-0.3,1.5
CC(=O)NC(=O)c1nnn(Cc2ccccc2)c1NC(C)=O,-4.4,-12.0,2.9,-2.8,-0.4,-13.7,2.4,-0.8,-0.6
CCCCn1c(=O)c(CCC(=O)O)nc2ccccc21,-6.0,0.3,9.0,-4.9,0.0,6.3,-5.4,-0.6,25.6
Nc1c(Cl)ncnc1N/N=C/c1ccc2ccccc2n1,3.8,4.4,-16.9,-46.2,-11.3,2.2,-12.6,-0.1,6.0
Cc1ccc(N=CC2=C(O)CC(c3ccco3)CC2=O)cc1 (centres undefined),-1.6,2.0,-3.6,-7.3,0.4,-1.9,3.8,-0.2,0.2
Cc1cccc(NC(=S)NC(=O)c2ccc(Br)o2)c1C,-3.2,6.5,2.2,-0.4,3.5,-7.9,-0.7,1.5,-11.7
O=C(CCNS(=O)(=O)c1ccc(Cl)cc1)N1CCC2(O)CCCCC2C1 (centres undefined),4.9,16.7,-2.9[fluorescence artefact?],-4.5,-0.8,1.4,-5.4,0.5,-1.7
CCOC(=O)c1cnc(SCC#N)nc1N,-0.8,1.1,-2.2,-0.3,0.4,-3.5,-1.5,13.2*,26.2
CCOc1cc(CNc2ccc(O)cc2)cc(Br)c1OCc1ccccc1F,22.4,28.0,-4.2,-15.9,6.0,-0.6,10.2,-0.1,1.5
COc1ccc(CN(C(=O)c2ccc(-c3ccccc3)[nH]2)C(C(=O)NC(C)(C)C)c2ccncc2)cc1 (centres undefined),-3.8,7.3,-18.5,-6.4,6.9,10.0,6.5,-0.3,28.5
O=C(CCCn1c(=S)[nH]c2ccccc2c1=O)NCc1ccco1,-5.6,4.8,2.1,-11.1,2.3,-3.5,-5.0,7.3,6.4
C/C(=N\Nc1ccccn1)c1ccc(C(C)C)cc1,-2.8,4.3,-9.1,-3.0,-3.2,-8.8,-3.6,2.7,20.0
N#C/C(=C\c1ccc([N+](=O)[O-])o1)c1nc2ccccc2[nH]1,19.2,12.2,24.7,2.6,-9.6,7.4,-40.2,-1.6,1.7
N/C(=N\OC(=O)Cc1ccccc1)c1ccc(Br)cc1,10.3,15.1,-13.1,-8.5,-3.5,1.6,-1.7,-1.8,5.1
CCCC(C)NC(=O)Cc1ccccc1[N+](=O)[O-] (centres undefined),0.1,5.6,-3.9,-9.1,-0.2,-6.9,5.1,-1.0,1.8
Cc1ccc(-c2cc(C(=O)N/N=C/C(Br)=C/c3ccccc3)n[nH]2)o1,-3.9,1.7,-4.1,-3.6,-11.7,-5.8,-16.0,2.0,30.5
CCOCCOC(=O)c1ccc(-n2cncn2)nc1,-0.6,-12.5,5.3,-17.8,10.1,-7.0,-1.3,-1.9,-1.1
O=C(Nc1cc(S(=O)(=O)N2CCOCC2)ccc1Cl)c1cc(=O)c2ccccc2o1,4.9,21.3,11.0,26.3,2.0,14.5,-3.2,2.0,15.7
COc1ccc(NC2=NC(=S)N(c3cccc(C)c3)C23CCCCC3)cc1,-2.7,5.2,1.8,-8.6,-1.5,0.5,1.4,2.6,-12.4
CC(C)C(=O)Nc1nnc(NC(=S)Nc2ccccc2)s1,-0.6,2.0,-13.2,-3.8,7.1,-6.1,1.0,-0.2,23.1
O=C(NCc1ccco1)C(=O)NCC1OCCN1S(=O)(=O)c1ccc(F)cc1 (centres undefined),-4.3,-0.7,2.3,-12.2,0.7,-1.0,0.4,-1.7,-2.0
Nn1c(COc2ccc(Cl)cc2)nc2ccccc2c1=O,-2.8,7.4,-33.1,-21.0,-2.2,-2.6,4.2,2.9,4.0
CCCN(CCC)CCCNC(=O)CC(C(=O)N1CCc2ccccc21)n1ccnc1 (centres undefined),2.6,14.4,0.4[fluorescence artefact?],2.5,2.6,2.4,-0.5,-2.5,3.5
Cc1cc(C)n2nc(C(=O)OCC(=O)c3cc(C)n(C)c3C)nc2n1,9.1,20.5,-8.3,-24.4,1.0,1.5,-1.0,0.8,7.0
COCCOC(=O)C1=C(C)N=C2SCCC(=O)N2C1c1ccc(OC(=O)c2ccco2)cc1 (centres undefined),1.3,5.9,10.0,-30.4,-3.7,-7.8,-0.8,0.2,-7.7
COc1cc(NC(=O)Nc2cccc(Cl)c2)c(OC)cc1NC(=O)CN1CCCCC1,-4.6,-0.4,-12.3,1.3,2.6,-3.7,0.5,-0.4,0.0
COC(=O)c1sccc1NC(=S)N1CCCC(C)C1 (centres undefined),-0.6,11.0,2.5,-1.9,-1.3,0.0,-2.2,-0.7,1.2
CCOc1ccc(C2c3[nH]c4ccccc4c3CCN2C(=O)Cn2cncn2)cc1 (centres undefined),-5.4,2.4,-2.2,-3.4,-1.9,-7.4,2.8,-0.1,13.5
Cc1nc(Cl)cc(CS(=O)(=O)c2ccc(Cl)cc2)n1,-2.6,3.1,-4.2,-1.4,-0.4,-2.3,-0.1,0.6,20.1
O=C(c1cccc(F)c1)N1CCN(Cc2ccco2)CC1,-12.9,2.0,60.8,-23.8,-2.4,-4.5,-0.5,-1.6,-0.5
O=c1cc(CNC2CCCCC2)c2ccccc2[nH]1,-4.6,0.2,4.8,31.3,0.1,-3.4,-1.4,-1.3,3.1
CCOC(=O)Cc1csc(NC(=O)C(C)(C)CC)n1,-4.3,15.7,1.7,-12.8,1.2,3.4,-2.5,0.7,0.9
Cc1cc(NC(=O)CSCCc2ccncc2)no1,-6.0,0.5,16.5[fluorescence artefact?],-16.4,-0.4,-4.8,-0.1,-2.0,-2.4
O=c1[nH]c2ccccc2n1Cc1ccccc1,-3.3,4.3,3.0,-24.4,-0.9,-8.8,-1.7,4.0,2.4
CCC(=O)N(CC(=O)Nc1sc(C)c(C)c1C(N)=O)Cc1ccc(F)cc1,-1.8,4.4,-3.9,-3.0,2.7,-0.9,1.3,-3.7,24.1
CCOc1ccc(Br)cc1S(=O)(=O)Nc1ccc(C(=O)OC(C)C(=O)N(C)c2ccccc2)cc1 (centres undefined),-0.2,9.1,-3.2,27.4,-1.7,-6.1,0.3,0.7,-0.3
CC1CCc2c(sc(NC(=O)c3ccc(Cn4cc(Br)cn4)o3)c2C(N)=O)C1 (centres undefined),2.7,16.6,21.8,-24.1,1.3,5.0,5.6,3.7,33.3
CC(=O)Nc1ccc(NC(=O)c2ccc(C3SCC(=O)N3CCc3ccccc3)cc2)cc1 (centres undefined),3.8,9.3,-16.1,-21.1,-3.6,-5.1,2.1,-1.3,2.6

# Twelve successive entries out of the list so far:
SMILES,FXIa inh,FXIIa inh,14-3-3 Bad PPI,hK5 inh,Runt-CBFb FRET,thrombin 1536,Runt-SMMHC FRET,Wee1 degr inh,Hck-Nef inh
COC(=O)c1sccc1NC(=S)N1CCCC(C)C1 (centres undefined),-0.6,11.0,2.5,-1.9,-1.3,0.0,-2.2,-0.7,1.2
CCOc1ccc(C2c3[nH]c4ccccc4c3CCN2C(=O)Cn2cncn2)cc1 (centres undefined),-5.4,2.4,-2.2,-3.4,-1.9,-7.4,2.8,-0.1,13.5
Cc1nc(Cl)cc(CS(=O)(=O)c2ccc(Cl)cc2)n1,-2.6,3.1,-4.2,-1.4,-0.4,-2.3,-0.1,0.6,20.1
O=C(c1cccc(F)c1)N1CCN(Cc2ccco2)CC1,-12.9,2.0,60.8,-23.8,-2.4,-4.5,-0.5,-1.6,-0.5
O=c1cc(CNC2CCCCC2)c2ccccc2[nH]1,-4.6,0.2,4.8,31.3,0.1,-3.4,-1.4,-1.3,3.1
CCOC(=O)Cc1csc(NC(=O)C(C)(C)CC)n1,-4.3,15.7,1.7,-12.8,1.2,3.4,-2.5,0.7,0.9
Cc1cc(NC(=O)CSCCc2ccncc2)no1,-6.0,0.5,16.5[fluorescence artefact?],-16.4,-0.4,-4.8,-0.1,-2.0,-2.4
O=c1[nH]c2ccccc2n1Cc1ccccc1,-3.3,4.3,3.0,-24.4,-0.9,-8.8,-1.7,4.0,2.4
CCC(=O)N(CC(=O)Nc1sc(C)c(C)c1C(N)=O)Cc1ccc(F)cc1,-1.8,4.4,-3.9,-3.0,2.7,-0.9,1.3,-3.7,24.1
CCOc1ccc(Br)cc1S(=O)(=O)Nc1ccc(C(=O)OC(C)C(=O)N(C)c2ccccc2)cc1 (centres undefined),-0.2,9.1,-3.2,27.4,-1.7,-6.1,0.3,0.7,-0.3
CC1CCc2c(sc(NC(=O)c3ccc(Cn4cc(Br)cn4)o3)c2C(N)=O)C1 (centres undefined),2.7,16.6,21.8,-24.1,1.3,5.0,5.6,3.7,33.3
CC(=O)Nc1ccc(NC(=O)c2ccc(C3SCC(=O)N3CCc3ccccc3)cc2)cc1 (centres undefined),3.8,9.3,-16.1,-21.1,-3.6,-5.1,2.1,-1.3,2.6
